Compound activity (PubChem BioAssay)
NTR1 agonist: agonists of NTR1, primary screen, imaging, U2OS cells, beta-arrestin-GFP, high content (AID 493036); actives 0.17% (n = 330,000); activation, % at 20 µM; NTR1-U2OS beta-arrestin-GFP spot imaging, agonist mode;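 active = activation at or above 40% of the spot to cytoplasm intensity ratio, with at least 20 cells analyzed; inconclusive = wells under 20 cells, flagged as cytotoxic or low count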;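 note: 0% = DMSO without peptide and 100% = 100 nM NTR1 peptide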
Target sequence (P30989 whole entry, looked up): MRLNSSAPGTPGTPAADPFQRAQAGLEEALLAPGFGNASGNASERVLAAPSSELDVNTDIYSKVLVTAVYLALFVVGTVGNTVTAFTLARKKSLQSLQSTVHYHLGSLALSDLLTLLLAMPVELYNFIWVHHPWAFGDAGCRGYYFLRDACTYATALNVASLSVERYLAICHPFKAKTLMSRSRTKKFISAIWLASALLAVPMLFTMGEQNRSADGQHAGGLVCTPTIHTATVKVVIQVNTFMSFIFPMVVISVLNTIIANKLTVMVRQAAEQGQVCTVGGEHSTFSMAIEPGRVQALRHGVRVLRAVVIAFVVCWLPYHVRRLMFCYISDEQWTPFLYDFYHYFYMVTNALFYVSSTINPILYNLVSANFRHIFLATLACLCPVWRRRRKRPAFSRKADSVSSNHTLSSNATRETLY
T cell HTS: modulators of CD8 T cell-vesicle binding, primary screen, mouse 2C CD8+ T cells, flow cytometry; 2C CD8+ T cell-vesicle binding; active compounds read low; calls only at 7 µM; actives 0.068% (n = 330,000); AID 2052, 2009;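 active = response, share of CD8 T cells binding vesicles, and their 90th percentile fluorescence all below set limits, cut at about 80% in these data, passing the limit was not always enough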
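Incubation: binding step 1.5 h, 37 °C, antibody labelling 20 min, ice; system: murine 2C transgenic CD8+ T lymphocytes; technique: cytometric PE anti-B7-1 and Alexa647 anti-CD8 signals after 1% paraformaldehyde fixation; also added: QL9-charged Drosophila Ld/ICAM-1/B7-1 vesicles; control set: naked versus QL9-loaded vesicles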
Salmonella PhoP GFP: inhibitors of PhoP regulon expression, primary screen, Salmonella Typhimurium, GFP reporter (AID 1863). S. Typhimurium PhoP-regulated promoter GFP reporter, 4 h; higher % means a stronger effect. inhibition, % at 50 µM; hits with a dose series show IC50 in µM. actives 0.16% (n = 300,000);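 active = inhibition over 29.93%, a cutoff 3 SD above the screen mean, later confirmed by dose response; inconclusive = inhibition over 29.93% but no dose response follow-up; inactive = inhibition at most 29.93% or unconfirmed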;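 note: 0% = low Mg2+ inducing control and 100% = high Mg2+ repressing control; strong numbers were not always called active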
Large T inhibition: SV40 large T antigen inhibitors, biochemical (AID 1903); actives 0.39% (n = 310,000); SV40 large T antigen ATPase/helicase inhibition assay; higher % means a stronger effect; inhibition, % at 20 µM; hits with a dose series show IC50 in µM; in the data active = a potency from the dose series; inconclusive = inhibition mostly from about 32% at the one dose, without a potency; inactive = the rest, 99 in 100 with inhibition below about 32%; note: strong numbers were not always called active
TNAP activators: human TNAP enzyme activators, primary screen, biochemical, luminescent, no phosphate acceptor, uHTS (AID 1001); purified TNAP, luminescent activation assay, no phosphate acceptor; higher activation fold means a stronger effect; one-dose activation fold at 20 µM; EC50 in µM for titrated hits; actives 0.03% (n = 200,000); Alkaline phosphatase, tissue-nonspecific isozyme (Homo sapiens); in the data active = activation fold from about 3, or a potency from the dose series; inactive = the rest, 99 in 100 with activation fold below about 1.6; note: many of its hits are not listed in these tables
RSV CPE inhibition: RSV antiviral activity via CPE protection, HEp-2 cells, primary 10 µM value included (AID 2391); HEp-2 cells, RSV-induced CPE inhibition; higher % means a stronger effect; one-dose CPE inhibition, % at 10 µM; IC50 in µM for titrated hits; actives 0.13% (n = 310,000); in the data active = a potency from the dose series; inconclusive = CPE inhibition mostly from about 23% at the one dose, without a potency; inactive = the rest, 99 in 100 with CPE inhibition below about 21%; note: strong numbers were not always called active
T cell HTS vesicle-bound %: second read-out of T cell HTS, no call of its own (marks repeat the call); double positive events, %; measured here: CD8+ vesicle-bound cell fraction;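 binding gate set so that unloaded-vesicle control wells show 10% double positive cells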
NTR1 agonist cell count 20 µM: second read-out of NTR1 agonist, no call of its own (marks repeat the call); cell count; measured here: cell count, cytotoxicity flag
* marks the source's active call; other numbers are inactive results; i = inactive; ? = inconclusive; · = not tested or not shown. This is a subset; count on the stated rates, not on these rows.

SMILES	NTR1 agonist	T cell HTS	Salmonella PhoP GFP	Large T inhibition	TNAP activators	RSV CPE inhibition	others
CCOC(=O)CN1C(=O)N[C@@H](c2ccc(Br)cc2)C(C(C)=O)=C1C	·	·	4%	25%	1	·
Cc1cc2nnc(SCCCCN3C(=O)c4ccccc4C3=O)n2c2ccccc12	·	·	-4%	0%	1	·
CCOC(=O)CN(C(=O)CSc1nnc2c(n1)[nH]c1c(C)cc(C)cc12)c1ccccc1	·	·	-13%	6%	1.2	·
O=C(Nc1nnc(C2CC2)s1)c1cc2c(s1)CCCCCC2	·	·	-15%	7%	1	·
CC(C)(C)[Si](OCC[C@@H]1C[C@@]1(C)[C@@H](NP(=O)(c1ccccc1)c1ccccc1)c1ccccc1)(c1ccccc1)c1ccccc1	·	·	-5%	2%	1.4	·
CCOC(=O)c1cnc2ccc(C(=O)OC)cc2c1NCc1ccco1	·	·	2%	6%	1	·
Cc1ccc2[nH]c3c(N4CCN(Cc5ccc6c(c5)OCO6)CC4)ncnc3c2c1	·	·	6%	2%	1.2	·
Cn1c(=O)c2c(nc(CN3CCN(Cc4ccccc4)CC3)n2Cc2ccccc2)n(C)c1=O	·	·	10%	2%	1.1	·
COC(=O)c1[nH]c2cccc(OC)c2c1NC(=O)CCN1CCN(c2cccc(Cl)c2)CC1	·	·	-4%	-5%	1.1	·
COC(=O)c1[nH]c2cccc(OC)c2c1NC(=O)CCN1CCN(c2ccccc2F)CC1	·	·	-4%	18%	1	·
Cn1c(O)c(C=NC(CC(N)=O)C(=O)O)c(=O)n(C)c1=O (stereo not drawn)	·	·	-12%	2%	1.1	·
Cc1ccccc1OCC(=O)NCC(=O)N/N=C/C=C/c1ccccc1	·	·	-10%	-5%	1.1	·
O=C(CNc1ccc2c(c1)OCO2)N/N=C\c1cn(Cc2ccc(F)cc2)c2ccccc12	·	·	21%	9%	1	·
C[C@@H]1NC(=O)[C@H](CCCN=C(N)N)NC(=O)c2cc([N+](=O)[O-])cc(I)c2OCC[C@@H](C(N)=O)NC1=O	·	·	3%	4%	1.1	·
O=C1CSC(c2ccc(F)cc2)N1c1nnc(C23CC4CC(CC(C4)C2)C3)s1 (stereo not drawn)	·	·	0%	-3%	1.1	·
O=C(Nc1nnc(-c2ccccc2Cl)o1)c1cc2cc([N+](=O)[O-])ccc2s1	·	·	14%	2%	1	·
S=c1nc(-c2ccccc2)n(Cc2ccco2)c2c1CCCC2	·	·	-3%	26%	1.1	·
CCOc1nc(-c2ccc(C)cc2)ccc1-c1noc(-c2cccnc2)n1	·	·	-11%	2%	1.1	·
CCOC(=O)N1CCC(NC(=O)C(NC(=O)C2CCC(C)CC2)C(C)CC)CC1 (stereo not drawn)	·	·	-1%	-3%	1.1	·
C#CCOCCOCCOCCNc1nc(N2CCN(C(=O)Cn3cc(CCCN=C(N)N)nn3)CC2)nc(N2CCN(C(=O)[C@H]([C@@H](C)CC)n3cc(CCCN=C(N)N)nn3)CC2)n1	·	·	2%	20%	1.2	·
COc1nc(N/N=C/c2ccc(-c3cccc([N+](=O)[O-])c3)o2)nc(N2CCOCC2)n1	·	·	4%	2%	1	·
CCCCN(CCCC)CCNC(=O)Cc1nc2c(c(=O)[nH]c(=O)n2C)n1C	·	·	5%	4%	1.1	·
O=C(O)CN(CCO)CCN(CC(=O)O)CC(=O)O	·	·	0%	9%	1.1	·
COc1ccc(NS(=O)(=O)c2ccc(NC(=O)c3cnn4c(C(F)F)cc(-c5ccc(C)cc5)nc34)cc2)cc1	·	·	-7%	3%	1	·
O=C(OCc1cc(Cl)ccc1OC(F)F)c1cc(S(=O)(=O)O)ccc1O	·	·	-3%	2%	1.1	·

New compounds follow:
SMILES	NTR1 agonist	T cell HTS	Salmonella PhoP GFP	Large T inhibition	TNAP activators	RSV CPE inhibition	others
CC1(C)Cc2c(sc3c4nnnn4c4nnnn4c23)CO1	·	·	-4%	20%	1.1	·
CC(=O)Nc1cccc(-c2csc(Nc3ncccn3)n2)c1	·	·	2%	8%	1.1	·
Cc1cc(NC(=O)c2cnccn2)no1	·	·	1%	-2%	1.2	·
Cc1nn(-c2ccccc2)c(Cl)c1/C=N/NC(=O)C1COc2ccccc2O1 (stereo not drawn)	·	·	-17%	3%	1.1	·
COc1ccc(F)cc1CN1CCN(c2cc(C)nc3c4c(C)cc(C)nc4nn23)CC1	·	·	17%	2%	1.1	·
CCOC(=O)c1c(-c2cccs2)csc1NC(=O)CNCCN1CCOCC1	·	·	0%	0%	1	·
COc1ccc2nc(N=Nc3c(O)ccc4ccccc34)sc2c1	·	·	10%	-1%	0.8	·
C#CCOCCOCCOCCNc1nc(N2CCN(C(=O)C(Cc3cc4ccccc4[nH]3)n3cc(C(N)Cc4ccc(O)cc4)nn3)CC2)nc(N2CCN(C(=O)C(Cc3cc4ccccc4[nH]3)n3cc(C(N)Cc4ccc(O)cc4)nn3)CC2)n1 (stereo not drawn)	·	·	4%	1%	1.7	·
CCc1ccc(Nc2nnc(SCC(=O)c3ccc4c(c3)NC(=O)CO4)s2)cc1	·	·	-11%	6%	1	·
COC(=O)/C(=C/c1cn(C)c2ccccc12)[N+](=O)[O-]	·	·	-8%	1%	0.9	·
N#CC1=C(N)OC2=C(CCC/C2=C/c2ccoc2)C1c1ccoc1 (stereo not drawn)	·	·	0%	?	1.3	·
COc1ccccc1N/C(=N/c1nc(C)cc(C)n1)NC(C)=O	·	·	-16%	2%	1.1	·
O=C(Nc1nc(-c2cccs2)cs1)c1cc2ccccc2oc1=O	·	·	7%	1%	1.1	·
COc1ccc(NC(=O)COC(=O)c2ccc(S(=O)(=O)N(C)c3ccccc3OC)cc2)c(OC)c1	·	·	-4%	-8%	1	·
O=C(OCC(=O)c1ccc[nH]1)c1ccc(S(=O)(=O)N2CCCCC2)cc1	·	·	21%	-8%	1	·
CC1CCN(c2nc3c(c(=O)n(C)c(=O)n3C)n2CCSc2nc3ccccc3o2)CC1	·	·	7%	7%	1.1	·
CN(C)CC(CCC(CN(C)C)C(O)(c1ccccc1)c1ccccc1)C(O)(c1ccccc1)c1ccccc1 (stereo not drawn)	20	·	·	·	·	·	NTR1 agonist cell count 20 µM=79
C#CCOCCOCCOCCNc1nc(N2CCN(C(=O)[C@H](CCC(=O)O)n3cc(C(N)CO)nn3)CC2)nc(N2CCN(C(=O)[C@H](CCCCN)n3cc(C(N)[C@H](C)CC)nn3)CC2)n1 (stereo partly drawn)	0.6	·	1%	·	·	·	NTR1 agonist cell count 20 µM=57
FC(F)(F)c1ccc(CN2C[C@@H]3C(c4ccccc4)C4(c5ccccc5)CC3(C4)[C@H]2c2ccccc2)cc1 (stereo partly drawn)	1.4	·	2%	·	·	·	NTR1 agonist cell count 20 µM=61
Cc1ccc2nc3n(c(=O)c2c1)-c1cc(Cl)ccc1C(=O)NC3Cc1ccc(O)cc1 (stereo not drawn)	2.6	i	·	·	·	·	T cell HTS vesicle-bound %=12;NTR1 agonist cell count 20 µM=61
O=C1NC(Cc2ccccc2)c2nc3cc(F)ccc3c(=O)n2-c2ccccc21 (stereo not drawn)	-1.7	i	·	·	·	·	T cell HTS vesicle-bound %=12;NTR1 agonist cell count 20 µM=58
CN1CCc2nc(SCc3ccc(Cl)cc3)c(C#N)c(-c3cccs3)c2C1	18	i	·	·	·	·	T cell HTS vesicle-bound %=22;NTR1 agonist cell count 20 µM=64
CS(=O)(=O)c1ccccc1-c1csc(N2CCC(C(N)=O)CC2)n1	-2.4	i	·	·	·	·	T cell HTS vesicle-bound %=11;NTR1 agonist cell count 20 µM=61
C[C@@H]1C=CC(=O)O[C@@H]1c1ccc(C(F)(F)F)cc1	-0.8	·	·	13%	·	-3.0%	NTR1 agonist cell count 20 µM=43
CC(C)(C)NS(=O)(=O)c1cccc2nsnc12	-0.2	i	·	·	·	1.4%	T cell HTS vesicle-bound %=14;NTR1 agonist cell count 20 µM=93
Cc1ccc(NC(=O)COc2ccc(C(=O)NCCc3ccccc3)cc2)cc1	1.8	i	·	·	·	1.2%	T cell HTS vesicle-bound %=13;NTR1 agonist cell count 20 µM=67
CC(C)COC(=O)COc1cc(Cl)c(Cl)cc1Cl	-1.9	i	·	·	·	1.6%	T cell HTS vesicle-bound %=29;NTR1 agonist cell count 20 µM=53

Ordered by heavy-atom count (largest number first): part of the list above.
SMILES	NTR1 agonist	T cell HTS	Salmonella PhoP GFP	Large T inhibition	TNAP activators	RSV CPE inhibition	others
COc1ccc(NS(=O)(=O)c2ccc(NC(=O)c3cnn4c(C(F)F)cc(-c5ccc(C)cc5)nc34)cc2)cc1	·	·	-7%	3%	1	·
Cc1ccc2nc3n(c(=O)c2c1)-c1cc(Cl)ccc1C(=O)NC3Cc1ccc(O)cc1 (stereo not drawn)	2.6	i	·	·	·	·	T cell HTS vesicle-bound %=12;NTR1 agonist cell count 20 µM=61
Cc1ccc2[nH]c3c(N4CCN(Cc5ccc6c(c5)OCO6)CC4)ncnc3c2c1	·	·	6%	2%	1.2	·
O=C1CSC(c2ccc(F)cc2)N1c1nnc(C23CC4CC(CC(C4)C2)C3)s1 (stereo not drawn)	·	·	0%	-3%	1.1	·
O=C(OCC(=O)c1ccc[nH]1)c1ccc(S(=O)(=O)N2CCCCC2)cc1	·	·	21%	-8%	1	·
Cn1c(O)c(C=NC(CC(N)=O)C(=O)O)c(=O)n(C)c1=O (stereo not drawn)	·	·	-12%	2%	1.1	·

Structures shown so far that have a thiophene ring, fused or not, in the order listed:
SMILES	NTR1 agonist	T cell HTS	Salmonella PhoP GFP	Large T inhibition	TNAP activators	RSV CPE inhibition	others
O=C(Nc1nnc(C2CC2)s1)c1cc2c(s1)CCCCCC2	·	·	-15%	7%	1	·
O=C(Nc1nnc(-c2ccccc2Cl)o1)c1cc2cc([N+](=O)[O-])ccc2s1	·	·	14%	2%	1	·
CC1(C)Cc2c(sc3c4nnnn4c4nnnn4c23)CO1	·	·	-4%	20%	1.1	·
CCOC(=O)c1c(-c2cccs2)csc1NC(=O)CNCCN1CCOCC1	·	·	0%	0%	1	·
O=C(Nc1nc(-c2cccs2)cs1)c1cc2ccccc2oc1=O	·	·	7%	1%	1.1	·
CN1CCc2nc(SCc3ccc(Cl)cc3)c(C#N)c(-c3cccs3)c2C1	18	i	·	·	·	·	T cell HTS vesicle-bound %=22;NTR1 agonist cell count 20 µM=64
